Assay outcomes deposited in PubChem BioAssay by several laboratories.
E coli Lon inh – inhibitors of E. coli Lon protease, primary screen, biochemical, fluorescence polarization | P0A9M0 | AID 602123, 2011 | purified E. coli Lon protease | 0.42% of 360,000 active | inhibition, % at 7.94 µM; in the data active = inhibition above about 13%, passing the limit was not always enough;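 also: 0% = enzyme with probe and DMSO and 100% = no enzyme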
Target sequence (P0A9M0 whole entry, looked up): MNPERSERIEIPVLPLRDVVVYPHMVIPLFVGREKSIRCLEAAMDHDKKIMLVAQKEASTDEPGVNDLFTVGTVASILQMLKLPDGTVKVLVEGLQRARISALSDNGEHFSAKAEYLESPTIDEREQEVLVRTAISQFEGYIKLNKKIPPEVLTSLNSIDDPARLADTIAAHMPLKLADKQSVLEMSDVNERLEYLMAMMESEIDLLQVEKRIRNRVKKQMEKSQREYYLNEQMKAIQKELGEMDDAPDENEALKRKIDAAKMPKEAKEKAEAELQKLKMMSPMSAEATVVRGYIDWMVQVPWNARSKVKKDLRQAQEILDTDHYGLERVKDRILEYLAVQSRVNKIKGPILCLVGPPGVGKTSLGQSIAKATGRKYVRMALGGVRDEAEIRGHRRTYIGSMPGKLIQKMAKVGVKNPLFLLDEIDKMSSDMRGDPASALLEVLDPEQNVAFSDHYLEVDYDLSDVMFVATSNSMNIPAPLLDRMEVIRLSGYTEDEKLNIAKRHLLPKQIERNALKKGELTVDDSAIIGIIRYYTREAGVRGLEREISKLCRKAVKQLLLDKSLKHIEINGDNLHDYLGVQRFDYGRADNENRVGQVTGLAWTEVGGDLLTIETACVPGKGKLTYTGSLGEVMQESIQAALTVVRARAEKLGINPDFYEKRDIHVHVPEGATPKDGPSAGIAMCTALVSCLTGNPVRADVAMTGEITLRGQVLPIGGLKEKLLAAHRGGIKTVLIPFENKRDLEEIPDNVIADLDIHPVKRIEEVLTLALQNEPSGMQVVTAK
MsrA inh – bovine MsrA enzyme inhibitors, primary screen, biochemical, absorbance, HTS. Methionine sulfoxide reductase A (Bos taurus). purified bovine MsrA, absorbance read-out. inhibition, % at 15.5 µM. 0.75% of 360,000 active. AID 651718, 2012; in the data active = inhibition above about 4.5%;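 also: 0% = vehicle wells with enzyme and 100% = reference inhibitor wells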
CSN deneddyl inh – inhibitors of CSN-mediated cullin deneddylation, primary screen, biochemical, fluorescence polarization, uHTS. Purified CSN, SCF-Nedd8-OG deneddylation. AID 651999, 2013. 0.38% of 360,000 active. inhibition, % at 12.5 µM;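 active = pattern-corrected inhibition above about 35%, with an unprinted fluorescence ratio check between 0.5 and 1.5, limit read from the data, passing the limit was not always enough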;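 also: 0% = enzyme with substrate and 100% = substrate without enzyme; some results filed as inactive read as strong as hits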
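Assay system: HEK293T-derived human Csn5 enzyme; quantity: 0.24 nM enzyme; medium: Tris/NaCl/DTT buffer, pH 7.5; also added: substrate SCFSkp2-Nedd8OG, 10 nM; doses: 12.5 µM compound; schedule: 90 min reaction at room temperature; signal: FP; read-out: % inhibition of substrate cleavage by Csn5; benchmarks: substrate-only high control, full reaction low control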
FAS TE block – FAS thioesterase domain inhibitors, primary screen, biochemical, fluorescence intensity, uHTS. Fatty acid synthase (Homo sapiens), P49327. 0.67% of 360,000 active. AID 602261, 2012. inhibition, % at 15 µM. recombinant FAS-TE, OMFH fluorogenic substrate, fluorescence endpoint;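 active = compounds whose normalised, plate-corrected inhibition of enzyme fluorescence in the single-dose primary screen is 50% or more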;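 also: 0% = DMSO with enzyme and 100% = substrate without enzyme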
bovine MsrA act – bovine MsrA enzyme activators, primary screen, biochemical, absorbance, HTS. Methionine sulfoxide reductase A (Bos taurus). purified bovine MsrA, absorbance read-out. activation, % at 10.6 µM. 0.3% of 360,000 active. AID 602163, 2012; in the data active = activation above about 7.5%;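 also: 0% = vehicle and 100% = reference activator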
TbMetRS inhib – T. brucei MetRS inhibitors, primary screen, biochemical, luminescence | inhibition, % at 11.9 µM | 0.4% of 360,000 active | methionyl-tRNA synthetase (Trypanosoma brucei brucei) | purified T. brucei MetRS, ATP depletion, Kinase-Glo luminescence;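 active = inhibition above a per-plate cutoff of the control wells' mean inhibition plus 3 SD, cut at about 5.5% in these data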;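 also: 0% = DMSO wells median and 100% = median of wells with control inhibitor compound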
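System: purified T. brucei MetRS enzyme / Detection: Kinase-Glo luciferase luminescence reporting remaining unconsumed ATP / Medium: HEPES buffer with MgCl2, KCl, DTT, spermine, BSA, pyrophosphatase / Replication: singlicate, one well per compound / Evaluation: percent inhibition relative to median high and low control wells / Schedule: 2 h aminoacylation at 25 °C after 15 min preincubation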
PABP1 MLLE inh – inhibitors of PABP1 MLLE–PAM2 peptide binding, primary screen, biochemical, fluorescence polarization, FITC-PAM2, GST-MLLE; 0.36% of 360,000 active; AID 588489, 2011; inhibition, % at 20 µM; Polyadenylate-binding protein 1 (Homo sapiens), P11940; in the data active = inhibition above about 35%, passing the limit was not always enough;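 also: plate controls were DMSO wells with GST-MLLE for no effect and wells lacking GST-MLLE protein for full effect; some results filed as inactive read as strong as hits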
Rin1-Abl PPI inh – inhibitors of Rin1-Abl protein binding, primary screen, biochemical, TR-FRET; Tyrosine-protein kinase ABL1 (Homo sapiens) + Ras and Rab interactor 1 (Homo sapiens), …; inhibition, % at 7.35 µM; 0.4% of 360,000 active; AID 588664, 2011; in the data active = inhibition above about 5%, passing the limit was not always enough
Neddyl block – inhibitors of cullin neddylation, primary screen, biochemical, TR-FRET, uHTS, NAE and Ubc12; NEDD8-conjugating enzyme Ubc12 (Homo sapiens) + NEDD8-activating enzyme E1 regulatory …; calls only at 25 µM; 0.58% of 360,000 active; in the data active = inhibition above about 36%
Numbers without * were called inactive; i = inactive; . = no result given. An excerpt (hit frequency here may not be typical).

Structure | TbMetRS inhib | MsrA inh | Rin1-Abl PPI inh | PABP1 MLLE inh | FAS TE block | E coli Lon inh | bovine MsrA act | CSN deneddyl inh | Neddyl block
COc1ccc(C(O)CNC(C)C)c(F)c1OC (configuration not stated) | -0.1 | -0.8 | -1 | -8 | -8 | -7 | -2 | 0 | i
NC12CN3CN(CN(C3)C1)C2 (tested in a mixture with another compound) | -0.3 | 0.0 | 0 | -9 | -9 | 3 | -2 | -6 | i
CN(C)C(=O)Oc1ccc2c(c1)O/C(=C\c1ccc(Cl)cc1)C2=O | -0.7 | 0.9 | -1 | -8 | 7 | -3 | -3 | -3 | i
CNC(=S)NC1CC2CCCC(C1)N2CC(C)C (configuration not stated) | -0.8 | 0.1 | 1 | 8 | -9 | -11 | -3 | -5 | i
CC12CCC(O)CC1CCC1C2CCC2(C)C(C(=O)CO)CCC12 (configuration not stated) | 0.0 | 0.3 | 2 | 9 | 6 | -11 | 0 | 3 | i
CC(Cc1ccccc1)NC(=O)CCCCC(=O)NC(C)Cc1ccccc1 (configuration not stated) | 0.5 | 1.7 | -3 | -17 | -1 | -8 | -3 | -3 | i
CC(C)c1ccc(N2C(=O)NC(=O)/C(=C\c3cnc(-c4ccccc4)nc3)C2=O)cc1 | -1.4 | -1.4 | -1 | -3 | -5 | -32 | -8 | 7 | i
Cc1sc2ncnc(N3CCC(C(=O)Nc4ccc(C#N)c(Cl)c4)CC3)c2c1C | 0.0 | 0.7 | -8 | -91 | 40 | 0 | -2 | -7 | i
O=C1NC(=S)NC(=O)C1=Cc1cccn1-c1ccc(O)cc1 | 1.4 | 0.0 | 6 | 7 | -4 | 5 | -3 | 52 | i
Cc1c(C=O)c2ccccc2n1Cc1ccccc1F | -0.8 | 2.0 | 4 | 0 | -1 | -4 | -3 | 4 | i
CCOC(=O)[C@]12Cc3ccc(C)cc3[C@H]1N(C1CCCCC1)C(=O)c1ccccc12 | -1.3 | -2.2 | . | . | 80* | -8 | -7 | -2 | i
O=C1NC(=O)N(CCNc2ncc(C(F)(F)F)cc2Cl)C(=O)C1Cc1ccc(Cl)cc1 (configuration not stated) | 1.0 | -0.4 | -2 | 3 | 6 | 3 | 1 | 1 | i
COC(=O)N(c1ccc(OC)cc1)P1(=S)OCCC(C)O1 (configuration not stated) | -1.4 | 1.6 | -2 | 22 | -4 | 4 | -4 | 1 | i
CCN(CC)c1ccc(/C=C2\C(=O)NC(=S)N(c3ccc(OC)cc3OC)C2=O)o1 | -1.4 | . | -19 | -172 | -11 | i | 1 | -6 | i
CCOC(=O)c1cc(CC)sc1/N=C/c1c(O)[nH]c(=S)[nH]c1=O | -1.2 | 2.1 | 1 | -73 | -45 | -44 | -12 | 7 | i
COc1ccc(NC(=O)c2cn(CCC#N)nc2-c2ccc(OC)c(OC)c2)cc1 | -0.1 | -0.9 | 0 | -1 | -2 | 6 | -1 | 3 | i
O=Cc1cn(Cc2ccccc2[N+](=O)[O-])c2ccccc12 | 0.5 | 0.2 | -1 | 5 | 7 | -1 | -2 | 2 | i
CCOC(=O)c1cc2c(cn1)[nH]c1ccccc12 | 0.1 | -0.6 | -5 | 3 | 2 | -10 | -2 | 2 | .
N#CC(C#N)=NNc1ccc(S(N)(=O)=O)cc1 | 0.7 | 0.4 | 1 | -20 | 7 | 3 | -5 | 2 | i
Cc1cccc(-n2c(O)c(C)c(=O)[nH]c2=S)c1 | -0.6 | 1.0 | 3 | -15 | -8 | -31 | -6 | -3 | i
CC(CC(C)(C)N1CC1)=NNC(=O)Nc1cccc2ccccc12 | 0.0 | -1.2 | -5 | 2 | -3 | 0 | 0 | -1 | .
CN=C1CN(O)C(c2ccccc2)c2cc(Cl)ccc2N1 (configuration not stated) | -0.2 | -0.1 | 3 | -4 | -4 | -9 | -6 | -3 | i
CCCCCCn1c(O)c(C(C)=NC)c(=O)[nH]c1=O | -0.1 | 1.3 | 7 | -13 | -2 | -7 | -3 | 3 | i
CC(C)c1cccc(C(C)C)c1O | -0.5 | -0.8 | -1 | 0 | 1 | 5 | 6 | -5 | i
ClC1=CCC2CN(CCN3CCCCC3)CC2C1 (configuration not stated) | -0.8 | 0.1 | -1 | -9 | -7 | -7 | -4 | 3 | i
COc1ccc(NS(=O)(=O)c2ccc(OCC(=O)N3CCN(C)CC3)cc2)cc1Cl | -0.2 | -1.0 | 2 | 3 | -7 | -11 | -1 | 0 | i
CC(=Nc1ccccc1N)c1c(O)n(C)c(=O)n(C)c1=O | -0.8 | 0.7 | 0 | 4 | -4 | -5 | -4 | 0 | i
CCC(=NCc1ccco1)c1c(O)n(Cc2ccccc2)c(=O)[nH]c1=O | -0.6 | -1.0 | -2 | -2 | 3 | -12 | -8 | -1 | i
COc1ccc(C)cc1NC(=O)N1CCC2(CC1)OCCO2 | -0.4 | -1.1 | 2 | -4 | -8 | -5 | -2 | 1 | i
N=c1sccn1Cc1ccccc1F | -0.4 | -0.3 | 0 | -4 | -5 | 5 | -1 | -2 | i
O=C(Cc1ccccc1)N1CCN(Cc2cccc(Cl)c2)CC1 | -1.1 | 0.7 | 3 | -10 | -2 | -4 | -3 | -2 | i
C[C@]12CCC(=O)C=C1C=C[C@@H]1[C@@H]2CC[C@@]2(C)[C@H]1CC[C@@]2(O)CCC(=O)O | 0.4 | 2.2 | -4 | -11 | 3 | -6 | -2 | -2 | i
O=C(Nc1cccc(Br)c1)c1c(O)c2c(n(Cc3ccccc3)c1=O)CCCC2 | 2.9 | -1.8 | -4 | -5 | 24 | -8 | -8 | 0 | i
COC(=O)C1=C(c2ccccc2OCc2ccccc2)C[C@@H]2CC[C@H]1N2C | -0.7 | 0.7 | -2 | 6 | -4 | -6 | -1 | 3 | i
COc1ccc(NC(=O)c2cn(CCC#N)nc2-c2ccc([N+](=O)[O-])cc2)cc1 | -0.9 | -0.1 | 1 | 0 | 31 | 3 | -2 | 0 | i
C=CCC1(CN2CCCCCC2=O)C(=O)NC(=O)NC1=O | 0.0 | -0.4 | 2 | 0 | -13 | -4 | 0 | -5 | i
CC1(C)C2([N+](=O)[O-])CN3CN(C2)CC1([N+](=O)[O-])C3 | -1.3 | 1.0 | 2 | 2 | -10 | -1 | -10 | 0 | i
O=c1[nH]c(=S)n(-c2ccc(Cl)cc2)c(O)c1/C=N/N1CCOCC1 | 0.0 | 1.7 | 0 | -5 | -9 | -7 | -2 | -4 | i
Cc1ccccc1CS(=O)(=O)Cc1ccc(C(=O)N2CCC3(CC2)OCCO3)o1 | -0.2 | -1.0 | 0 | 4 | -8 | -23 | -2 | -3 | i
COc1cccc(C(=O)C2CCCN(Cc3cnn(C(C)C)c3)C2)c1 (configuration not stated) | -0.5 | -1.0 | 8 | 3 | -8 | 2 | -4 | 0 | i

Pulled one by one from above (4):
Structure | TbMetRS inhib | MsrA inh | Rin1-Abl PPI inh | PABP1 MLLE inh | FAS TE block | E coli Lon inh | bovine MsrA act | CSN deneddyl inh | Neddyl block
Cc1ccccc1CS(=O)(=O)Cc1ccc(C(=O)N2CCC3(CC2)OCCO3)o1 | -0.2 | -1.0 | 0 | 4 | -8 | -23 | -2 | -3 | i
O=c1[nH]c(=S)n(-c2ccc(Cl)cc2)c(O)c1/C=N/N1CCOCC1 | 0.0 | 1.7 | 0 | -5 | -9 | -7 | -2 | -4 | i
CC1(C)C2([N+](=O)[O-])CN3CN(C2)CC1([N+](=O)[O-])C3 | -1.3 | 1.0 | 2 | 2 | -10 | -1 | -10 | 0 | i
COc1cccc(C(=O)C2CCCN(Cc3cnn(C(C)C)c3)C2)c1 (configuration not stated) | -0.5 | -1.0 | 8 | 3 | -8 | 2 | -4 | 0 | i

Next part:
Structure | TbMetRS inhib | MsrA inh | Rin1-Abl PPI inh | PABP1 MLLE inh | FAS TE block | E coli Lon inh | bovine MsrA act | CSN deneddyl inh | Neddyl block
O=C(CCC(=O)N1C[C@H]2C[C@@H](C1)c1cccc(=O)n1C2)NCc1cccc(C(F)(F)F)c1 | -0.9 | 0.2 | 2 | -9 | -7 | -8 | -2 | -2 | i
CCOC(=O)Cn1cc(C(=O)c2ccccc2F)c2ccccc21 | -0.9 | 1.5 | 1 | -7 | 13 | 2 | 2 | -2 | i
O=C(CCN1CCCCC1)Nc1ccc(Br)cc1C(=O)c1ccccc1 | 0.1 | 2.5 | -1 | 9 | -6 | -9 | -3 | 3 | i
O=c1cccc2n1CC1CC2CN(Cc2c(Cl)cccc2Cl)C1 (configuration not stated) | 0.3 | -0.4 | 1 | -9 | 0 | -1 | -1 | -6 | i
CC(C)c1ccc(NC(=O)CSc2nnc(OC(=O)N(C)C)n2C2CC2)cc1 | 0.1 | 3.4 | 0 | 8 | -7 | -8 | -1 | 2 | i
CCC12CN3CCN(CC(C3)/C1=N/NC(N)=O)C2 | 1.4 | -0.2 | -2 | -18 | -6 | 13 | -3 | -5 | i
Cc1cc(NC(=O)C(Cl)(Cl)Cl)no1 | -0.1 | -0.1 | -2 | -22 | -3 | 1 | -1 | -5 | i
COCCNC(=O)c1c(N)n(Cc2ccco2)c2nc3ccccc3nc12 | 0.0 | 1.8 | -7 | 9 | -7 | -18 | -4 | 4 | .
O=[N+]([O-])c1ccc(NCCCN2CCOCC2)c2ncccc12 | -0.4 | -0.5 | -9 | 1 | -7 | 1 | -2 | -3 | i
CC(C)CN1CCN(Cc2ccc(F)cc2Cl)CC1CCO (configuration not stated) | 0.0 | -0.7 | 3 | -3 | -2 | -4 | 0 | 2 | i
O=C1NC(=O)N(CCC2=CCCCC2)C(=O)/C1=C/c1cccs1 | 0.3 | -0.4 | -5 | -2 | -2 | -25 | -3 | 4 | i
COc1ccc(OC)c(-n2c(O)c(C=NCc3ccc4c(c3)OCO4)c(=O)[nH]c2=O)c1 | -0.8 | 0.6 | 0 | 12 | -1 | 8 | -9 | -2 | i
Cc1c(N)c(C)c([N+](=O)[O-])c(C)c1[N+](=O)[O-] | -0.4 | -0.6 | -3 | -7 | 8 | 4 | -3 | -2 | i
CCOC(=O)[C@]12Cc3cc4c(cc3[C@H]1N(Cc1ccccc1)C(=O)c1ccccc12)OCO4 | 0.9 | -0.5 | 3 | -21 | 39 | -6 | -2 | 3 | i
CC(=O)O[C@H]1[C@H]2O[C@]23[C@@H]2CC[C@]4(O)C[C@@H](O)CC[C@]4(C)C2CC[C@]3(C)[C@H]1c1ccc(=O)oc1 (some centres not stated) | -0.2 | . | 4 | 0 | -10 | 1 | -5 | 5 | i
